# Source: PubChem (several laboratories)
# Rad51 HR inh: blocks human Rad51 in homologous recombination. hRad51 DNA strand exchange, fluorescence dequenching. Q06609. AID 1385. inhibition, % at 10 µM. 0.085% of 200,000 active;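 active = inhibition above 40% at the single screening dose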;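 also: 0% = DMSO control wells and 100% = blanks with heterologous ssDNA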
# Target sequence (Q06609 whole entry, looked up): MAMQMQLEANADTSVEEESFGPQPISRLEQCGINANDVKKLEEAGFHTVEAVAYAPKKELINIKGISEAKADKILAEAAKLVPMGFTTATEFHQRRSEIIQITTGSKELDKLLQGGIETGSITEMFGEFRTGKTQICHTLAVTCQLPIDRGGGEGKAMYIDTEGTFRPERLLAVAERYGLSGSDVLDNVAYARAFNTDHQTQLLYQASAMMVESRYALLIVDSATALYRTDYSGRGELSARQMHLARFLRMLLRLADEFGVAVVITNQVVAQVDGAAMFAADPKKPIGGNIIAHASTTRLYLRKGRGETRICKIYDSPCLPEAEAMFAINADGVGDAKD
#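 System: human Rad51 nucleoprotein filaments preassembled on unlabelled ssDNA. Reagent: labelled 47-mer dsDNA for strand exchange. Schedule: 30-min compound preincubation and 15-min exchange, both room temperature. Measured by: FRET fluorescence dequenching, excitation 485 nm, emission 520 nm. Read-out: Fluorescence-based percent inhibition, control- and blank-normalised. Benchmarks: plate controls and plate blanks.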
# eIF4E 4G PPI: inhibitors of eIF4E and eIF4G interaction in translation initiation. P63073+Q04637. TR-FRET eIF4E-eIF4GI(517-606) binding, 2 h. inhibition, % at 21.7 µM. 0.37% of 220,000 active. AID 782;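 also: 0% = full FRET control wells and 100% = background wells lacking eIF4GI fragment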
# KCC2 mod: modulators of human KCC2 chloride dependent transport. Q9H2X9. B-score of Tl+ flux slope (higher = more flux/activation; lower = inhibition) at 10 µM. AID 1456. KCC2 cells, thallium flux FluoZin-2 fluorescence. 2.2% of 190,000 active;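 active = thallium flux slope and its plate-corrected score both differing from the plate sample mean at a set confidence after two filtering rounds, in either direction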;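 also: slope of fluorescence scaled to starting intensity during 10 to 20 s after thallium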
# Furin inh: blocks human furin protease activity. AID 463115. inhibition, % at 30 µM. P09958. purified furin, fluorogenic substrate cleavage. 0.061% of 220,000 active; in the data active = inhibition above about 25%; also: inactives centre near -15
# Target sequence (P09958 108-714 limits assumed): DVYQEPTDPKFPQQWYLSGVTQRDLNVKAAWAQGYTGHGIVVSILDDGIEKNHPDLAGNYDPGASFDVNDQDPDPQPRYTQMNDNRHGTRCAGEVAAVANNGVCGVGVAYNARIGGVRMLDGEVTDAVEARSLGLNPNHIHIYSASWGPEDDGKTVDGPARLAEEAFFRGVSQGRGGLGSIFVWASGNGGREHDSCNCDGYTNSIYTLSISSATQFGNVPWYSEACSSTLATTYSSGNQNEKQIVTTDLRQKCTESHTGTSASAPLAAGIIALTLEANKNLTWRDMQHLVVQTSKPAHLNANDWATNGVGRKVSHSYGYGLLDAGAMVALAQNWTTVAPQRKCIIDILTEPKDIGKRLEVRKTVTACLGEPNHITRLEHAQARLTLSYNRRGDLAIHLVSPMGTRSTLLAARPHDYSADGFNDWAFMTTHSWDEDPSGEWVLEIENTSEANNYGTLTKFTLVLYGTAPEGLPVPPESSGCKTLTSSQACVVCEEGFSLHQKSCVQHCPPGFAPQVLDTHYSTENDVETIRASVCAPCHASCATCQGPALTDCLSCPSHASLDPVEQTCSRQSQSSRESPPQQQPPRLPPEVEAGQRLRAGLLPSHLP
# EBV gp42 inh: inhibitors of Epstein-Barr virus glycoprotein 42; 0.42% of 220,000 active; Q1HVG2; AID 1085; Fluorescence polarization binding assay, mP read-out; inhibition, % (tested at 21.74 µM); in the data active = inhibition above about 50%
# Thrombin inh: thrombin (human) inhibition; P00734; alpha-thrombin, Boc-VPR-AMC fluorogenic substrate cleavage; inhibition, % at 5 µM; 0.26% of 220,000 active; AID 1046;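 active = inhibition at or above 40%; inactive = inhibition below 40%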;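 also: 0% = enzyme with no compound and 100% = wells without enzyme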
#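 Material: human alpha-thrombin protein. Incubation: reaction at ambient temperature. Technique: fluorescence of released AMC, ex 355 nm, em 460 nm. Control set: no-compound enzyme wells and no-enzyme blanks. Also added: Boc-VPR-AMC substrate, 15 µM final. Buffer or medium: pH 7.5 Tris (50 mM) with NaCl 150 mM, Tween 20 0.05%.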
# NCF1 inh: p47phox (human) inhibition. P14598. p47phox/p22phox peptide binding, fluorescence polarization, 2 h. inhibition, % at 24.7 µM. 0.53% of 220,000 active;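 also: 0% = p47phox with labelled peptide and 100% = labelled peptide alone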
# KLK5 inh: kallikrein 5 (human) inhibition | Q9Y337 | recombinant hK5, fluorogenic AMC substrate cleavage | inhibition, % at 5 µM | 0.59% of 210,000 active | AID 873;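 active = inhibition of 40% or more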;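 also: 0% = enzyme controls without compound and 100% = no-enzyme blanks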
# 14-3-3 Bad inh: disrupts binding of bovine 14-3-3 zeta to phospho-Bad peptide | inhibition, % at 21.7 µM | AID 781 | TR-FRET 14-3-3zeta/Dy647-pBad peptide displacement, 1 h | 0.71% of 220,000 active | P63103;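 active = inhibition above about 70%, limit read from the data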;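 also: 0% = full 14-3-3 plus peptide FRET controls and 100% = background without 14-3-3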
# Numbers without * were called inactive; x = not tested or not shown; [ ] = another dose, or the depositor's remark.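 The calls were made as follows, unless noted: active = inhibition above about 30% (limit read from the data); inactive = the rest.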
SMILES,Rad51 HR inh,eIF4E 4G PPI,KCC2 mod,Furin inh,EBV gp42 inh,Thrombin inh,NCF1 inh,KLK5 inh,14-3-3 Bad inh
Nc1nnc(SCC(=O)c2ccccc2)s1,-5,1,x,-10,-19,4,-11,1,-3
Cc1cccc(OC(=O)CN2C(=O)C3C4CCC(C4)C3C2=O)c1C (centres undefined),2,-1,0.31,-8[20 µM],0,-7,-8,-2,-2
Cc1cc(SCC(=O)c2cccs2)nc2ccccc12,4,1,-0.58,-17,-13,-3,-33,-3,-4
COc1ccccc1NC(=O)CSc1nnc(Cn2nnc(-c3ccccc3)n2)n1-c1ccccc1,0,-14,-0.41,-7[20 µM],3,3,-12,-26,1
O=[N+]([O-])c1ccc(O)c(C2=NNC(c3ccccc3F)C2)c1 (centres undefined),x,2,28*,-17,-8,-13,-20,-3,-9
CCOc1cc(N2CCOCC2)c(OCC)cc1NC(=O)COC(=O)c1cc(C)oc1C,-4,8,0.84,-17,-12,-4,-10,-18,-6
O=S(=O)(NCc1ccccc1)NCc1cccc(C(F)(F)F)c1,0,-1,-0.52,-22,3,-1,0,2,0
Clc1ccc(Cl)c(OCCCCNCc2ccccc2)c1,-3,-3,-2.1,-5,0,1,-2,-21,-7
CC(=O)c1cccc(NC(=S)NC(=O)c2cccc(Cl)c2)c1,x,-6[fluorescence artefact?],16*,-25,8,-1,3,-4,-20
NC(=O)COC(=O)c1ccccc1OCc1ccccc1Cl,9,0,0.17,-30,-8,16,-6,0,-4
CCOC(=O)C1CCCN(CCC(=O)Nc2ccc(C)c(C)c2)C1 (centres undefined),-6,-2,0.21,-17,8,2,3,22,-17
Cc1cccc(C2=N/C(=C/c3cccs3)C(=O)O2)c1,4,-1,x,-11,11,4,7,6,0

# 2 neighbouring records already listed, quoted:
SMILES,Rad51 HR inh,eIF4E 4G PPI,KCC2 mod,Furin inh,EBV gp42 inh,Thrombin inh,NCF1 inh,KLK5 inh,14-3-3 Bad inh
Nc1nnc(SCC(=O)c2ccccc2)s1,-5,1,x,-10,-19,4,-11,1,-3
Cc1cccc(OC(=O)CN2C(=O)C3C4CCC(C4)C3C2=O)c1C (centres undefined),2,-1,0.31,-8[20 µM],0,-7,-8,-2,-2

# Further entries.
SMILES,Rad51 HR inh,eIF4E 4G PPI,KCC2 mod,Furin inh,EBV gp42 inh,Thrombin inh,NCF1 inh,KLK5 inh,14-3-3 Bad inh
COc1ccc(CCN2C(=O)C3CC=C(C)CC3C2=O)cc1OC (centres undefined),-5,1[fluorescence artefact?],0.37,-23[20 µM],-4,0,-9,-8,4
O=C(Nc1cccnc1)c1noc2c1CCCCC2,x,-5,1,-27[20 µM],-11,6,5,4,-4
Cc1ccc2[nH]c(C)cc(=S)c2c1,x,5,-0.52,-36,-13,1,x,8,-8
CN1CCN(NC(=O)CC(C)(C)C)CC1,-3,-10,-0.53,-35,-10,1,5,-18,-5
CCS(=O)(=O)c1c(S(=O)(=O)CC)c2ccccn2c1C(N)=O,5,-5,0.31,-19,-4,-10,-1,31,1
COc1ccc(C(C(=O)NC2CCCCC2)N(C(=O)CCl)c2ccccc2Cl)cc1 (centres undefined),x,7,0.037,-2,3,-4,-8,-24,5
CCN(CC)c1ccc2cc(C(=O)O)c(=O)oc2c1,-6,0,x,4,-20,3,-15,-58,-1
O=C1c2ccccc2C2(c3ccccc3)NCCCN12 (centres undefined),-2,-2,0.029,-17,2,-3,3,5,-5
CCCCC(Sc1nc(N)c(NC(=O)c2ccc(OC)cc2)c(=O)[nH]1)C(=O)O (centres undefined),4,1,-0.036,-16,-5,-5,0,1,-11
CCCC(=O)Nc1ccc(-c2csc(NNC(C)=O)n2)cc1,12,-7,0.41,-18,-9,2,-19,0,-1
COc1ccc(C)cc1NC(=O)C(Sc1ccccc1)c1ccccc1 (centres undefined),-7,-3,-0.45,2,-20,-1,12,-4,6
COCCNC(=O)/C(C#N)=C/c1ccccc1Br,6,1,0,-19,-8,1,1,-3,-8
COc1ccc(N2CC(C(=O)O)CC2=O)cc1 (centres undefined),-4,2,0.63,-18[20 µM],-14,-9,-8,-10,19
O=C(CSc1nc(O)c(C(c2ccccc2)c2ccccc2)c(=O)[nH]1)N1CCOCC1,x,1,1.2,-15,-9,1,3,-4,-3
O=C(NCC1CCCO1)C(c1ccccn1)N(Cc1ccccc1Cl)C(=O)CN1C(=O)c2ccccc2S1(=O)=O (centres undefined),-4,1,-1.7,-15,15,31,4,24,3
CC(C(=O)NC1=NCCS1)N1C(=O)c2ccccc2C1=O (centres undefined),-2,2,x,-27,-8,-4,-8,15,14[fluorescence artefact?]
COc1ccc(SCC(=O)c2cc(C)c(OC(=S)N(C)C)c(C)c2)cc1,-5,-6,-0.046,0[20 µM],3,-2,-18,-3,-11
CCCN(CCC)C(C(=O)Nc1cccc(OC)c1)c1ccccc1 (centres undefined),4,0[fluorescence artefact?],x,-18,-18,3,-14,-8,1[fluorescence artefact?]
CCOc1ccccc1NC(=O)C1CC(=O)n2ncnc2N1 (centres undefined),0,-8,-0.1,-26[20 µM],-12,5,-5,-5,1
O=C(Nc1ccccc1)C1=C[C@H](c2coc3ccccc3c2=O)C[C@H](OCCCCO)O1,0,3,-0.72,-29,-6,-1,x,1,3
O=[N+]([O-])c1ccc(Oc2ccc(-c3cnc4ccccc4n3)cc2[N+](=O)[O-])cc1,30,1[fluorescence artefact?],-0.69,-8,1,0,-13,29,-10
COC(=O)Cn1c(=NC(=O)c2ccc(Cl)s2)sc2cc(F)ccc21,-6,5,-0.023,-27,-7,-5,-4,-6,-2
O=C(CN1CCC(Cc2ccccc2)CC1)NC(=O)NCc1ccccc1,-2,0[fluorescence artefact?],-0.14,2,-13,3,-13,-4,14
COc1ccccc1N1CCN(C(=O)c2cc3c(-c4ccc(Cl)cc4)nn(C)c3s2)CC1,-3,1,0.61,-30,-11,0,-26,-2,6

# Part of the list above, with tabs.
SMILES	Rad51 HR inh	eIF4E 4G PPI	KCC2 mod	Furin inh	EBV gp42 inh	Thrombin inh	NCF1 inh	KLK5 inh	14-3-3 Bad inh
CCOc1ccccc1NC(=O)C1CC(=O)n2ncnc2N1 (centres undefined)	0	-8	-0.1	-26[20 µM]	-12	5	-5	-5	1
O=C(Nc1ccccc1)C1=C[C@H](c2coc3ccccc3c2=O)C[C@H](OCCCCO)O1	0	3	-0.72	-29	-6	-1	x	1	3
O=[N+]([O-])c1ccc(Oc2ccc(-c3cnc4ccccc4n3)cc2[N+](=O)[O-])cc1	30	1[fluorescence artefact?]	-0.69	-8	1	0	-13	29	-10
COC(=O)Cn1c(=NC(=O)c2ccc(Cl)s2)sc2cc(F)ccc21	-6	5	-0.023	-27	-7	-5	-4	-6	-2

# Other entries:
SMILES,Rad51 HR inh,eIF4E 4G PPI,KCC2 mod,Furin inh,EBV gp42 inh,Thrombin inh,NCF1 inh,KLK5 inh,14-3-3 Bad inh
COC(=O)CN1C(=O)N/C(=C/c2ccc(OC)c(C)c2OC)C1=O,5,0,0.35,-8,-9,-3,6,-3,-5
Clc1cccc(Cl)c1CSc1nnc2ccccn12,-2,-7,0.78,-10,-9,7,8,0,0[fluorescence artefact?]
CCOc1ccc(S(=O)(=O)Nc2ccc3c(c2)c2c(n3S(=O)(=O)c3ccc(OCC)cc3)CCCC2=O)cc1,6,3,-0.39,-29,-4,-3,-6,-4,-13
C=CCOC(=O)C1=C[C@@H](c2ccccc2)C[C@@H](OCc2ccc(CO)cc2)O1,-6,-1,-0.01,-16,-4,4,-3,2,5
Cc1cnc(NC(=O)CSc2nnc(COc3c(C)cccc3C)o2)s1,-1,0[fluorescence artefact?],-1.7,-10,-2,-3,-14,-2,1
Cc1cc(C)c(S(=O)(=O)c2ccccc2C)c(SCC(C)C)n1,-1,-13,x,-5[20 µM],-5,-13,-6,-27,-11
CCC(=O)Nc1ccnc(-c2cccnc2)n1,-9,-6[fluorescence artefact?],2.1,-9[20 µM],-14,1,-9,-1,4
O=C(Nc1ccc2c(c1)OCCO2)c1cccnc1,-7,2[fluorescence artefact?],1.1,-13,-14,1,-5,-17,21
Cc1ccc(/C=N/NC(=O)CC(=O)NCc2cccnc2)cc1,-3,6,-0.24,-6,-1,-10,-15,-28,5
COc1ccccc1C(=O)Nc1ccccc1N1CCOCC1,12,9,-0.63,-9[20 µM],-8,0,-2,1,-7
COC(=O)C(O)(CC(=O)Nc1ccc(Cl)cc1F)C(F)(F)F (centres undefined),-2,4,-1.3,-17[20 µM],-11,2,4,5,2
CCN(CC(=O)NCc1cccs1)C(=O)c1cccc(S(=O)(=O)N2CCc3ccccc32)c1,-17,0,-2.7,-9,5,-11,1,-10,-9
CC(C)Oc1cccc(C(=O)Nc2ccc(CN3CCOCC3)cc2)c1,5,4,0.45,-23[20 µM],-1,-9,-4,-2,-1
Cc1cc(-c2onc(C)c2C(=O)O)no1,5,4,-0.85,-20,-12,-8,-12,7,-1
Cc1cccc(C)c1NC(=O)N1C2CCC1CC(O)(c1cccnc1)C2 (centres undefined),-1,-2,-0.24,-32,-9,-12,5,5,-9
CSc1ccc(CNc2nc3ccccc3n3cnnc23)cc1,x,-1,-0.55,-15,-4,-3,-9,0,-2
Cn1nc(-c2ccc(S(N)(=O)=O)s2)cc1C(F)(F)F,13,-8,0.64,-13,-5,-1,4,-6,0
CN(C)c1ccc(/C=N\NC(=O)c2ccc(Cn3cc(Cl)cn3)cc2)cc1,x,0[fluorescence artefact?],0.65,-9,4,-2,-15,-10,3[fluorescence artefact?]
Cc1ccc(NNC(=O)c2cc(C)on2)c(C)c1,-1,-1,0.041,-6,0,-2,-21,-3,-8
CC(c1ccccc1)n1cnc2ccccc21 (centres undefined),-4,2,-0.45,-12,-21,-5,-5,1,16[fluorescence artefact?]
